Coupling enz: coupling enzyme interference in Giardia aldolase counter-screen; actives 0.67% (n = 290,000); AID 2472; activity change, negative = inhibition, % at 58.2 µM, hits read low; coupling enzyme system counterscreen, AmpLite Red fluorescence; in the data active = activity change below about -30%; note: % is set by controls: 0 for no effect and ±100 for the full control effect
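Fluorescence at 525 nm excitation and 598 nm emission measured inhibition of the coupled detection system without aldolase. Compounds (at 57.5 uM final) were preincubated 10 min at room temperature with coupling enzyme reagent before a 20 min substrate/AmpLite Red step.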
VP16 counter: Gal4-VP16 reporter inhibition counter-screen; Drosophila S2 Gal4-VP16 UAS-luciferase, luminescence, 20 h; Potency, µM (titrated, usually from 53.6 µM), without a hit: at the top dose activity, negative = inhibition, actives largely listed as inhibitors; actives 3.5% (n = 310,000); AID 2546;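 note: Gal4-VP16 expression switched on by copper sulfate through the metallothionein promoter; potency is the fitted concentration of half-maximal effect; % is set by controls: 0 for no effect and ±100 for the full control effect; nearly all actives have a fitted effect of over 50% in size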
Giardia killer: Giardia lamblia killing. Giardia lamblia trophozoite viability. activity change, % at 7.66 µM, hits read low. actives 0.15% (n = 340,000); in the data active = activity change below about -80%; inconclusive = between about -30% and that limit;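 note: parasites exposed to compound for two days anaerobically before the ATP read; % is set by controls: 0 for no effect and ±100 for the full control effect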
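Luminescent ATP signal served as the viability read-out, measured 15-30 min after adding ATP detection reagent to trophozoites that had been incubated with compounds for 48 hrs at 37 deg C anaerobically at 100 cells/well.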
KCNH2 3.1 inh: blocks the human KCNH2 3.1 channel isoform. U2OS KCNH2 3.1, thallium flux FluxOr; stronger effect = lower value. activity change, % (tested at about 1.8 µM). actives 0.95% (n = 340,000). AID 720553;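 active = maximum activity change below -70%; inconclusive = maximum activity change from -70% to -50%; inactive = maximum activity change above -50%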;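 note: thallium influx rate constant from kinetic fluorescence after stimulation buffer; % is set by controls: 0 for no effect and ±100 for the full control effect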
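Measured as rate of thallium-driven FluxOr signal in transduced U2OS cells carrying the 3.1 channel, read kinetically for 2 min upon stimulation; values are rate constants scaled to DMSO control wells.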
uPA generation: inhibitors of cell surface uPA generation; actives 0.31% (n = 330,000); Potency, µM (doses to about 38.3 µM), for the others: at the top dose activity change, negative = inhibition, actives largely listed as inhibitors; cell surface uPA generation assay, qHTS; AID 540303; active = well fitted inhibition curve with a large enough effect; inconclusive = small, poorly fitted or top-dose-only effect; inactive = no such curve, though single readings can be large or run the other way; tested in mouse RAW 264.7 cells; note: potency is the fitted concentration of half-maximal effect; % is set by controls: 0 for no effect and ±100 for the full control effect; nearly all actives have a fitted effect of over 55% in size
ELG1 genotox: inducers of genotoxicity in HEK293T ELG1-luciferase cells | HEK293T ELG1-luciferase reporter, luminescence, 16 h | Potency, µM (titrated, usually from 46 µM), for inactives: top-dose activity change, positive = activation, usual class: activators | actives 1.3% (n = 330,000); note: potency is the fitted concentration of half-maximal effect; % of control where 0% means no effect; nearly all actives have a fitted effect of over 60% in size
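Cells (2,000/well) expressing the ELG1-luciferase fusion are dosed by pin tool and kept 16 hr at 37 °C, 5% CO2. Signal comes from ONE-Glo luciferase reagent after 30 min at room temperature.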
Tb PFK block: blocks T. brucei phosphofructokinase. O15648. Potency, µM (series often up to 57.5 µM), for the others: at the top dose activity, negative = inhibition, usual class: inhibitors. actives 0.17% (n = 330,000). T. brucei PFK, ADP-Glo luminescence;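 note: potency is the fitted concentration of half-maximal effect; 0% = uninhibited 1x PFK enzyme wells and -100% = no-enzyme wells; nearly all actives have a fitted effect of over 60% in size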
Target sequence (O15648 whole entry, looked up): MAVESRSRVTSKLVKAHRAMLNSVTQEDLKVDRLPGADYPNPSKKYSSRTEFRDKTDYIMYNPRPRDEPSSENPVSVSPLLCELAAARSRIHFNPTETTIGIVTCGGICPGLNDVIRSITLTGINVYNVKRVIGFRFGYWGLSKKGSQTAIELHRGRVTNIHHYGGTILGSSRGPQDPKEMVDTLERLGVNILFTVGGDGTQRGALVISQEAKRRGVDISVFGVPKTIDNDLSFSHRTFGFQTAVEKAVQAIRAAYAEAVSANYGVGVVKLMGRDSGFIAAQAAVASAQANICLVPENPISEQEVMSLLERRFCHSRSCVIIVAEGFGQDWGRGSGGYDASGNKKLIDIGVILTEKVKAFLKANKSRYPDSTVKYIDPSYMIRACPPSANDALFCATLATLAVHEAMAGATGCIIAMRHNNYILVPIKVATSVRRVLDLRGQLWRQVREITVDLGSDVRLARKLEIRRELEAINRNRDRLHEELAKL
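In TEA buffer at pH 8.0 with 5 mM MgCl2, enzyme (1.25 nM) converted F6P (0.5 mM) and ATP (0.1 mM) for 45 min at room temperature. ADP product was read by luciferase luminescence.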
Rab9 promoter act: activators of Rab9 promoter; actives 2.8% (n = 320,000); Huh7 Rab9 promoter-luciferase reporter, luminescence, 24 h; Potency, µM (series often up to 9.22 µM), for inactives: at the highest dose activation, negative = inhibition, hits mostly activators; note: potency is the fitted concentration of half-maximal effect; % of control where 0% means no effect; nearly all actives have a fitted effect of over 60% in size
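Luminescence from Amplite-detected luciferase (10 minutes, ambient) reports Rab9 promoter activation. Before that, stable Rab9-luciferase Huh7 cells (1500/well, reduced-serum OP-MEM I plus 10% FBS) were exposed to compound for 24 hours at 37C.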
FLuc modulator: firefly luciferase modulation, counter-screen for miR-21 project. purified FLuc, Km substrates, luminescence inhibition. Potency, µM (doses to about 57.5 µM), for inactives: at the top dose activity change, negative = inhibition, hits mostly inhibitors. actives 6.9% (n = 360,000). P08659;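 note: potency is the fitted concentration of half-maximal effect; plate controls were vehicle for no effect and reference inhibitor for full effect; nearly all actives have a fitted effect of over 55% in size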
Target sequence (P08659 whole entry, looked up): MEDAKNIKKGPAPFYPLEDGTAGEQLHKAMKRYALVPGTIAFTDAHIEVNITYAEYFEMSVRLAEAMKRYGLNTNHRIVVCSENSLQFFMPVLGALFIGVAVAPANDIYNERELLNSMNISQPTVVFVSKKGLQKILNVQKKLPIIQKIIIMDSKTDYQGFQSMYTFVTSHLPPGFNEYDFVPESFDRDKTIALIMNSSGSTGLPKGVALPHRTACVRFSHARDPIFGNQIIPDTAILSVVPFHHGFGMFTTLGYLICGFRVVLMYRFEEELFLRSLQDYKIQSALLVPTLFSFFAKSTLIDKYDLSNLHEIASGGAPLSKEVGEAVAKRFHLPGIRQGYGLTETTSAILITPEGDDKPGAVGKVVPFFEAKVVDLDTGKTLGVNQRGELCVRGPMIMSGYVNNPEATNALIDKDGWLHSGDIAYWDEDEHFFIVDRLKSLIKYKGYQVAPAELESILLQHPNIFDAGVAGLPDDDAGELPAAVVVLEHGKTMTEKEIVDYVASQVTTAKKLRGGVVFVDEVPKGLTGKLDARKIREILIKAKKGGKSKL
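Purified P. pyralis luciferase (10nM final) with 10uM D-luciferin and 10uM ATP (Km levels) in 50mM Tris acetate pH 7.5, 10mM Mg acetate, 0.01% Tween-20, 0.05% BSA; qHTS 6-point titration, ~60 µM downward; luminescence read.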
NPC1 prom act: NPC1 promoter activation; actives 2.4% (n = 320,000); AID 485313; Huh7 NPC1 promoter luciferase reporter, 24 h; Potency, µM (highest dose often 9.22 µM), for inactives: top-dose activation, usual class: activators;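 note: potency is the fitted concentration of half-maximal effect; % of control where 0% means no effect; nearly all actives have a fitted effect of over 60% in size; reporter is driven by a mutant NPC1 promoter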
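Compounds in DMSO were transferred onto Huh7 NPC1-luciferase reporter cells pre-incubated 2 h; after 24 h at 37 °C, Amplite reagent was dispensed and luminescence recorded 10 min later.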
RORg inh: ROR gamma (mouse) transcription inhibition; Potency, µM (doses to about 53.6 µM), without a hit: at the top dose activity change, negative = inhibition, hits mostly inhibitors; AID 2551; actives 5.4% (n = 310,000); Drosophila S2 Gal4-RORgamma UAS-luciferase reporter, 20 h; P51450; note: potency is the fitted concentration of half-maximal effect; % is set by controls: 0 for no effect and ±100 for the full control effect; nearly all actives have a fitted effect of over 60% in size
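A Gal4/UAS one-hybrid system in insect cells: metallothionein-promoter Gal4–ROR gamma fusion plus Photinus luciferase reporter. Copper sulfate 700 uM final, 20 hr ambient incubation, luminescent detection after 10 min with reagent.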
* marks the source's active call; other numbers are inactive results; u = inconclusive; x = no result given; & = joins results of further samples; [ ] = remark or other dose. Unless noted, calls come from the whole dose curve; as a rule, active = well fitted curve in the direction sought with a large enough effect; inconclusive = small, poorly fitted or top-dose-only effect, or another doubt; inactive = no such curve, though single readings can be large; an effect the other way counts as inactive or inconclusive.

The line under a structure holds: ELG1 genotox	uPA generation	NPC1 prom act	KCNH2 3.1 inh	FLuc modulator	VP16 counter	Coupling enz	Giardia killer	Tb PFK block	RORg inh	Rab9 promoter act
1	CCOc1ccc(C(=O)NCC(=O)N2CCN(c3ccc(C(F)(F)F)cn3)CC2)cc1
    3%	4%	-7%	-4	6%	x	x	12	0%	x	-12%
2	C/C=C/c1ccccc1OCc1ccc(C(=O)O)o1
    6%	1%	-2%	-15	-15%	3%	17	-10	1%	-5%	-6%
3	Cc1oc2cc([N+](=O)[O-])c(O)c([N+](=O)[O-])c2c1C(=O)c1ccc(Cl)cc1
    -5%	u	-2%	-1	u	-2%	1	u	2%	13%	1%
4	CCC(=O)NC(c1ccccc1)c1c(O)ccc2ccccc12 (stereo unspecified)
    1%	5%	1%	-6	5%	12%	1	7	-11%	18%	0%
5	N/C(=N\OC(=O)c1cc(-c2ccccc2)nc2ccccc12)c1ccncc1
    0%	7%	4%	-24	21µM*	-21%	-2	5	4%	-3%	0%
6	O=C(NN=C1CCCCC1)Nc1ccccc1Cl
    -2%	-13%	2%	6	19µM*	x	x	-5	0%	x	-5%
7	CS(=O)(=O)Nc1nc2ccccc2[nH]1
    7%	-4%	-1%	3	2%	-1%	-18	-7	0%	11%	-1%
8	CC(C)(C)c1ccc(OCCC(=O)Nc2cccc(S(=O)(=O)N3CCOCC3)c2)cc1
    -2%	u	-5%	4	2%	x	2	-7	-3%	x	-7%
9	COc1ccc2c(c1)c1c3n2CCN(C)C3=NCC1
    3%	-5%	19%	6	-1%	4%&-1%	-2	-3	-5%	-23%&7%	0%
10	Cc1ccc2[nH]c(=O)c(-c3nc4c(C)cccn4c3NCc3ccco3)cc2c1
    4%	0%	-2%	-8	-2%	-1%	-2	9	2%	4%	-1%
11	CCn1c(CC(=O)Nc2ccccc2)n[nH]c1=S
    0%	5%	2%	-3	0%	-3%	0	-7	2%	u	-5%
12	COc1ccc(Cl)cc1NC(=O)CN(C)S(=O)(=O)c1cccs1
    -8%	0%	1%	11	7%	9%	-4	-21	-2%	-4%	-5%
13	COc1ccc(NC(=O)C/C(C)=N/NC(=O)CCc2ccccc2)c(OC)c1
    -5%	-7%	0%	19	0%	5%	-7	-1	-5%	u	2%
14	N#CC1=C(N)N(c2ccc(F)cc2)C(=O)C1
    -4%	14%	-1%	0	-1%	-15%	-1	0	2%	u	-2%
15	Cc1ccc(C)c(Cc2c(C)nc(C)[nH]c2=O)c1
    0%	4%	-3%	-15	4%	-8%	-2	4	-2%	0%	-7%

Continued.
The line under a structure holds: ELG1 genotox	uPA generation	NPC1 prom act	KCNH2 3.1 inh	FLuc modulator	VP16 counter	Coupling enz	Giardia killer	Tb PFK block	RORg inh	Rab9 promoter act
16	COc1ccc(-c2ncccc2OC(=O)C23CC4CC(CC(C4)C2)C3)cc1
    2%	-1%	7%	5	2%	-3%	-1	18	1%	34%	-2%
17	CC1CCN(C(=O)c2cc3nc(-c4ccccc4)cc(-c4ccccc4)n3n2)CC1
    -26%	x	-2%	-10	1%	8%	-1	1	1%	23%	-3%
18	O=C(CSc1nc2c(sc3ccccc32)c(=O)n1-c1ccccc1)NCc1ccco1
    -1%	u	1%	-10	-13%	-7%	4	-5	0%	u	3%
19	CCN1C(=O)[C@@H]2[C@@H](c3ccc(-c4ccc(OC)cc4)cc3)N3CCC[C@@]3(C(=O)OC)[C@@H]2C1=O
    -5%	-13%	1%	7	4%	x	x	-9	-15%	x	-4%
20	COC(=O)c1ccc2nc(NC(=O)C(C)(C)C)sc2c1
    u	-10%	u	-1	0.43µM*	7.1µM*	0	u	-2%	2µM*	0.28µM*
21	COc1ccc(NC(=O)CC(C)n2ccnc2)cc1 (stereo unspecified)
    -1%	0%	2%	-2	0%	-3%	4	-5	-3%	-12%	-2%
22	CCN1CCSc2ccc(C(=O)NCc3ccccc3F)cc21
    3%	28%	-1%	-6	-19%	-12%	-5	-7	1%	25%	-2%
23	Cn1nccc1/C=N\NC(=O)c1ccc(Cl)cc1
    2%	-4%	0%	31	u	-9%	-2	-1	1%	u	19%
24	CC(=O)C1=C(C)NC(SCc2cccc3ccccc23)=C(C#N)C1c1ccco1 (stereo unspecified)
    -5%	5%	1%	x	4%	4%	0	7	5%	17%	-6%
25	CN(C)S(=O)(=O)N1CCN(C(=O)N(c2ccccc2)c2ccccc2)CC1
    0%	7%	-1%	14	-2%	9%	0	-2	15%	1%	0%
26	COc1cc2c(cc1OC)CN(Cc1cc(OC)c(O)c(OC)c1)CC2
    3%	-1%	-7%	-4	6%	-18%	-5	7	-6%	-8%	u
27	COc1cc(-n2nnnc2SCC(=O)N2CCN(c3ccc(F)cc3)CC2)c(OC)cc1Cl
    -3%	-12%	-3%	-46	6%	-1%	1	1	-8%	4%	-7%
28	CN(C(=O)COC(=O)COc1ccc(Cl)cc1Cl)c1c(N)n(Cc2ccccc2)c(=O)[nH]c1=O
    0%	4%	-3%	-11	-12%	x	x	-17	-9%	x	1%
29	CC(C)CCOCC1CC2(CC(C)(c3csc(N)n3)OC2=O)C(=O)O1 (stereo unspecified)
    0%	-1%	-3%	1	3%	3%	0	7	-1%	12%	-2%
30	Clc1ccc(-n2cccc2/C=N/n2cnnc2)cc1
    2%	-6%	-3%	1	0%	-5%	-1	-3	-3%	-7%	-7%

Next section:
The line under a structure holds: ELG1 genotox	uPA generation	NPC1 prom act	KCNH2 3.1 inh	FLuc modulator	VP16 counter	Coupling enz	Giardia killer	Tb PFK block	RORg inh	Rab9 promoter act
31	CNCCOc1ccccc1OC(C)C
    -5%	-2%	-7%	-4	0%	16%	1	-4	0%	7%	2%
32	CC(C)(C)n1nnnc1C(c1ccc(Cl)cc1)N1CCSCC1 (stereo unspecified)
    -3%	1%	-2%	-3	1%	1%	4	7	-3%	-6%	-8%
33	Cc1cc(C)n(-c2nc3ccccc3c(=O)n2OCCOc2ccccc2)n1
    -5%	1%	3%	1	1%	14µM*	-3	-12	-1%	u	3%
34	COC(=O)[C@]1(C)N[C@H](CN(C)C(C)=O)[C@@H]2C(=O)N(C)C(=O)[C@@H]21
    1%	10%	x	21	x	x	x	-2	-3%	x	x
35	CCCCN(CC)CCCNC(=O)c1cc2c(=O)[nH]c3ccccc3c2s1
    2%	-2%	-3%	1	-1%&-2%	-2%	-1	12	0%	2%	-4%
36	COc1ccccc1C(=O)NCC(=O)N/N=C/c1ccncc1
    4%	-2%	-6%	-3	-3%	-7%	1	27	-1%	-5%	-10%
37	CCOC(=O)c1c(C)[nH]c(NC(=O)Nc2ccc(NC(C)=O)cc2)c1C
    5%	0%	1%	19	2%	-1%	3	-11	0%	-12%	3%
38	C[C@H]1COC(=O)[C@@H](Cc2ccc(F)cc2)CC/C=C\C[C@H](CC(=O)NCCO)C(=O)N1
    2%	-21%	x	-12	x	x	x	4	4%	x	x
39	COc1cc(NC(=O)c2cccc(Cl)c2)c(OC)cc1NC(=O)CN1CCCCC1
    0%	8%	-5%	5	0%	-3%	-1	-2	0%	4%	-3%
40	COc1cc(/C=N\NC(=O)C2CC3C=CC2C3)ccc1O (stereo unspecified)
    3%	-4%	-3%	1	-18%	6%	7	37[activator]	-2%	-1%	-2%
41	CCC(=O)N1CCN(c2ccc(Cl)cc2NC(=O)c2ccc(N3CCCC3)c([N+](=O)[O-])c2)CC1
    -1%	x	1%	5	-5%	-7%	-1	38[activator]	-4%	5%	0%
42	CC(C)CC(NC(=O)OC(C)(C)C)C(=O)NC(C(=O)NC(C)C(N)=O)C(C)C (stereo unspecified)
    -5%	11%	-6%	-7	5%	-11%	-2	-6	-10%	7%	-6%
43	COC(=O)c1ccccc1NC(=O)CCc1ccccc1
    0%	-5%	-3%	4	-15%	-6%	-3	-3	-3%	-5%	0%
44	COc1ccc(C(=O)N/C(=C\c2cccs2)C(=O)N2CCN(C)CC2)cc1OC
    0%	0%	-2%	-36	-1%	-7%	1	18	-16%	-5%	-8%
45	COc1ccc(C2/C=C\CN(C(=O)c3ccc(C)cc3)CC(=O)N2Cc2ccc(F)cc2)cc1 (stereo unspecified)
    -1%	2%	-5%	-12	0%	u	1&5	4&17	-3%	u	-6%
46	C=CCn1cccc(C(=O)Nc2cc(OC)c(OC)c(OC)c2)c1=O
    4%	-2%	-3%	-1	-7%	23%	-1	5	4%	-18%	-2%
47	COc1cc(OC)cc(C(=O)N[C@H](C(=O)Nc2ccccc2N2CCOCC2)C(C)C)c1
    0%	-1%	-2%	0	5%	10%	-17	10	4%	11%	3%

Source: PubChem BioAssay (National Center for Advancing Translational Sciences (NCATS))
